# Assay outcomes (PubChem BioAssay)
# Furin inhibitor: blocks human furin protease activity | inhibition, % at 30 µM | P09958 | actives 0.061% (n = 220,000) | purified furin, fluorogenic substrate cleavage; in the data active = inhibition above about 25%; note: inactives centre near -15
# Target sequence (P09958 108-714 limits assumed): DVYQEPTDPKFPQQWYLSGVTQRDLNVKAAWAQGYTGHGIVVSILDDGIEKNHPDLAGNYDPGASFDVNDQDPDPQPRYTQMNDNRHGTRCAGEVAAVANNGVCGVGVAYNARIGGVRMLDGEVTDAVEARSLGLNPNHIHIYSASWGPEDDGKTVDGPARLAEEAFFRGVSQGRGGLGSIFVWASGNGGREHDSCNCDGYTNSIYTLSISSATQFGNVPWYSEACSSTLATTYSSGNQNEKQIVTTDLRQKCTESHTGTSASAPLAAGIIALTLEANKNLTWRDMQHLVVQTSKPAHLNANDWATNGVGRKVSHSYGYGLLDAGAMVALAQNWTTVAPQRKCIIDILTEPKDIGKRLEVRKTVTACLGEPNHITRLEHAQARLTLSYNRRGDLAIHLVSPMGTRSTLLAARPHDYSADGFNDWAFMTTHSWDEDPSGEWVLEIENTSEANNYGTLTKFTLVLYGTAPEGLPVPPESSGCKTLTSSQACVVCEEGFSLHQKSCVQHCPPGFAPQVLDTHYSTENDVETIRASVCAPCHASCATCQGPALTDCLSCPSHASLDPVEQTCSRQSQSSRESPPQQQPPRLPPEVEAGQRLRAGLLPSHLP
# EBV gp42 inh: inhibitors of Epstein-Barr virus glycoprotein 42. Fluorescence polarization binding assay, mP read-out. actives 0.42% (n = 220,000). AID 1085. inhibition, % (tested at 21.74 µM); in the data active = inhibition above about 50%
# p47phox inh: inhibitors of human p47phox binding | P14598 | p47phox/p22phox peptide binding, fluorescence polarization, 2 h | inhibition, % at 24.7 µM | actives 0.53% (n = 220,000) | AID 1274;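 note: 0% = p47phox with labelled peptide and 100% = labelled peptide alone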
# Thrombin inh: thrombin (human) inhibition; P00734; alpha-thrombin, Boc-VPR-AMC fluorogenic substrate cleavage; inhibition, % at 5 µM; actives 0.26% (n = 220,000);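 active = inhibition at or above 40%; inactive = inhibition below 40%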;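 note: 0% = enzyme with no compound and 100% = wells without enzyme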
#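 Material: human alpha-thrombin protein. Incubation: reaction at ambient temperature. Technique: fluorescence of released AMC, ex 355 nm, em 460 nm. Control set: no-compound enzyme wells and no-enzyme blanks. Also added: Boc-VPR-AMC substrate, 15 µM final. Buffer or medium: pH 7.5 Tris (50 mM) with NaCl 150 mM, Tween 20 0.05%.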
# Rad51 HR inh: blocks human Rad51 in homologous recombination; Q06609; AID 1385; actives 0.085% (n = 200,000); hRad51 DNA strand exchange, fluorescence dequenching; inhibition, % at 10 µM;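 active = inhibition above 40% at the single screening dose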;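 note: 0% = DMSO control wells and 100% = blanks with heterologous ssDNA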
#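 Material: human Rad51–ssDNA filaments; Probe or stimulus: labelled 47-mer dsDNA for strand exchange; Doses: single 10 µM dose; Incubation: 37 °C 15-min filament assembly, 30-min compound preincubation, 15-min exchange; Technique: FRET fluorescence dequenching, excitation 485 nm, emission 520 nm; Measure: Fluorescence-based percent inhibition, control- and blank-normalised; Benchmarks: plate control and blank wells.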
# 14-3-3 Bad inh: disrupts binding of bovine 14-3-3 zeta to phospho-Bad peptide | P63103 | TR-FRET 14-3-3zeta/Dy647-pBad peptide displacement, 1 h | inhibition, % at 21.7 µM | actives 0.71% (n = 220,000) | AID 781;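 active = inhibition above about 70%, limit read from the data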;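 note: 0% = full 14-3-3 plus peptide FRET controls and 100% = background without 14-3-3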
# Target sequence (P63103 whole entry, looked up): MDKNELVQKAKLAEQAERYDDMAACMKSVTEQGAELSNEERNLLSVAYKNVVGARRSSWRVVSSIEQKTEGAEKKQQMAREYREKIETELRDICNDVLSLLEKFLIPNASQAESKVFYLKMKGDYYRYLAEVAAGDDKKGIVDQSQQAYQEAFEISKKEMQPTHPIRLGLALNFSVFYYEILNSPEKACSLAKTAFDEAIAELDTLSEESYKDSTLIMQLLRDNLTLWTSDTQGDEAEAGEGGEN
# eIF4E-4G inh: blocks eIF4E binding to eIF4G | P63073+Q04637 | TR-FRET eIF4E-eIF4GI(517-606) binding, 2 h | inhibition, % at 21.7 µM | actives 0.37% (n = 220,000) | AID 782;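 note: 0% = full FRET control wells and 100% = background wells lacking eIF4GI fragment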
# Cl transport mod: modulates chloride dependent transport by human KCC2; Q9H2X9; KCC2 cells, thallium flux FluoZin-2 fluorescence; B-score of Tl+ flux slope (higher = more flux/activation; lower = inhibition) at 10 µM; actives 2.2% (n = 190,000);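 active = thallium flux slope and its plate-corrected score both differing from the plate sample mean at a set confidence after two filtering rounds, in either direction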;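 note: slope of fluorescence scaled to starting intensity during 10 to 20 s after thallium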
# hK5 inh: kallikrein 5 (human) inhibition; inhibition, % at 5 µM; actives 0.59% (n = 210,000); Q9Y337; recombinant hK5, fluorogenic AMC substrate cleavage;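 active = inhibition of 40% or more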;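 note: 0% = enzyme controls without compound and 100% = no-enzyme blanks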
# Target sequence (Q9Y337 67-293 limits assumed): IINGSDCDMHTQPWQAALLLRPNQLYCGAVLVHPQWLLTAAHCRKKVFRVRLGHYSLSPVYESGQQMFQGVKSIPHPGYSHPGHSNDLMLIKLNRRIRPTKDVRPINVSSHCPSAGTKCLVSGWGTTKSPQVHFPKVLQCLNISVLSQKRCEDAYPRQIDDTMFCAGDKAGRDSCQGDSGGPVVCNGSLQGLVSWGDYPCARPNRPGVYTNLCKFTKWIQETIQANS
# An asterisk follows results filed as active; i = inactive; . = not tested or not shown; [ ] = remark or other dose.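 Rule for the calls, unless noted: active = inhibition above about 30% (limit read from the data); inactive = the rest.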
# Results follow in this order: eIF4E-4G inh, hK5 inh, Furin inhibitor, EBV gp42 inh, p47phox inh, 14-3-3 Bad inh, Cl transport mod, Rad51 HR inh, Thrombin inh
Clc1nc2c(-c3ccccc3)nnn2c2ccccc12
  6, 4, -7, -17, -16, 1, 0.054, 15, 1
C/C(=C\C(=O)c1ncc(C(F)(F)F)cc1Cl)N(C)C
  0, ., -8, -16, -2, -10, -0.046, ., -1
CCCC(=O)NC(=S)Nc1cccc(Cl)c1N1CCCCC1
  -1, -23, -13[20 µM], -9, 6, 12, ., 0, 1
NC(=O)C1=C[C@@H](c2ccc(C(F)(F)F)cc2)C[C@@H](OCc2ccc(CO)cc2)O1
  -2, -2, -14, -5, 0, 1, -0.22, -2, -5
O=C(O)CSCCCC(=O)Nc1ccc(Br)cc1
  3[fluorescence artefact?], -4, -29, -9, -12, 6[fluorescence artefact?], -7.3e-05, ., 1
CCn1cc(-c2cc(C(=O)O)c3ccccc3n2)c(C)n1
  -2, -21, -27, -2, -1, -5, 0.017, -5, -9
CCN(CC)CCCN1C(=O)c2oc3ccccc3c(=O)c2C1c1cc(OC)ccc1OC (stereo unspecified)
  3, -1, -2, -26, -3, -5, ., -1, 4
Cc1ccc(C(=O)c2cc([N+](=O)[O-])ccc2N2CCCCC2)c(C)c1
  0, -15, -11, -12, -14, -2, 0.84, ., 0
Fc1ccccc1Cc1noc(CN2CCN(Cc3ccc4c(c3)OCO4)CC2)n1
  1, ., -18, 8, 8, -4, ., ., -6
CCOC(=O)c1ccc(NC(=S)N(CCCN2CCCCCC2)Cc2ccco2)cc1
  -10, -15, -11, 5, -11, -18[fluorescence artefact?], -0.32, 0, -7
CN(C)c1ccc(C(CNS(=O)(=O)c2ccc3ccccc3c2)c2c[nH]c3ccccc23)cc1 (stereo unspecified)
  10, -17, -17, -14, -28, 2, 0.0041, 2, -7
CCOC(=O)Cc1cc(=O)[nH]c(/N=C(\N)Nc2ccc(OC)cc2)n1
  -4, 3, -18, -10, -9, 5, -0.29, 4, 4
CCc1cccc2c(C=C(C#N)C#N)cn(CC(=O)N3CCCC3)c12
  -15, -8, -16[20 µM], -14, -13, -1, ., 2, 1
CN(c1cccc(NS(=O)(=O)c2ccccc2)c1)S(C)(=O)=O
  -1, -1, -23, -6, -4, -8, 0.95, 17, -5
O=C(NC1CCCCC1)C1CCN(c2cnccn2)CC1
  40*, -5, -20, -12, 3, -11, 0.0089, -6, -4
CCCn1nnc(NC(=O)c2ccc(Br)o2)n1
  0, -12, -19[20 µM], 2, 0, -24, ., -5, -6
C=C(C)Cn1c(SCCN2CCOCC2)nc2c1c(=O)[nH]c(=O)n2C
  -1, -9, -21[20 µM], -2, -11, -8, 0.87, 1, -4
O=C(N/C(=C/c1ccco1)C(=O)N1CCCC1)c1cccs1
  6, -8, -2[20 µM], -6, -14, -4, -0.43, 4, 3
COc1ccc(CN2CC(C(=O)NCCC(C)C)CC2=O)cc1 (stereo unspecified)
  0, 5, -23, -4, 2, -9, 0.51, 6, 3
Cc1ccc(CN2CCN(Cc3ccncc3)CC2CCO)o1 (stereo unspecified)
  -2, ., -30, -6, -4, -4, ., -1, -5
O=C(c1ccco1)N1CCN(Cc2cccc(F)c2)CC1
  1, 1, -17[20 µM], -15, -5, 73*, 1.5, 3, 4
CCOC(=O)Cc1c(C)nc(SC)[nH]c1=O
  0, ., -30, -8, -9, -11, 0.1, ., -2
CCOC(=O)CSc1nnc(-c2ccc(OC)cc2)n1CC
  -5, 78*, -18, 4, -3, -5, ., 0, 38
Cn1c(=O)n(-c2ccc(Cl)cc2)c(=O)c2c3c(sc21)COC(C)(C)C3
  3, -12, -8[20 µM], 0, -2, 1, -0.81, -23, 3
C/C(=N\Nc1nc2ccccc2s1)c1cccs1
  6, -11, -18, 5, -14, 1, 1.8, -5, -2
CCc1cc2c(N3CCCCC3)ncnc2s1
  2, -5, -13, -3, -2, 61, 0.044, 8, 0
CN1CCN(c2nc(-c3ccc(Cl)s3)cs2)CC1
  0, -9, -2, -12, -9, 5, 0.89, -40, 16
Cc1ccc(S(=O)(=O)c2cnc(-c3ccccc3)nc2N2CCN(C)CC2)cc1
  0, ., -14, 1, -6, -6, 0.24, 6, -4
COc1cc(F)ccc1S(=O)(=O)N1CCN(C23CC4CC(CC(C4)C2)C3)CC1
  11, 1, -10[20 µM], -19, 1, 8, -0.064, 2, -5
Cc1ccc(-c2nnc3c(C(F)(F)F)nc4ccccc4n23)cc1
  -12, -35, -13[20 µM], -7, -2, -15, ., -2, -7

# 4 entries already listed, sorted by formula weight, largest number first:
# Results follow in this order: eIF4E-4G inh, hK5 inh, Furin inhibitor, EBV gp42 inh, p47phox inh, 14-3-3 Bad inh, Cl transport mod, Rad51 HR inh, Thrombin inh
Cc1ccc(S(=O)(=O)c2cnc(-c3ccccc3)nc2N2CCN(C)CC2)cc1
  0, ., -14, 1, -6, -6, 0.24, 6, -4
Cc1ccc(-c2nnc3c(C(F)(F)F)nc4ccccc4n23)cc1
  -12, -35, -13[20 µM], -7, -2, -15, ., -2, -7
Cc1ccc(CN2CCN(Cc3ccncc3)CC2CCO)o1 (stereo unspecified)
  -2, ., -30, -6, -4, -4, ., -1, -5
C/C(=N\Nc1nc2ccccc2s1)c1cccs1
  6, -11, -18, 5, -14, 1, 1.8, -5, -2

# (next part)
# Results follow in this order: eIF4E-4G inh, hK5 inh, Furin inhibitor, EBV gp42 inh, p47phox inh, 14-3-3 Bad inh, Cl transport mod, Rad51 HR inh, Thrombin inh
Cc1ccc(C(=O)COC(=O)c2c(C)cc(=O)oc2C)cc1[N+](=O)[O-]
  4, -7, -6, 8, -1, 0[fluorescence artefact?], -0.43, -1, -12
CC(=O)Nc1cccc(NC(=S)Nc2cccc(Cl)c2Cl)c1
  -4, -1, -11, -7, -5, -13, 0.55, ., -5
CC12CCC(C(=O)NC3CCCC3)(CC1=O)C2(C)C (stereo unspecified)
  -2, 4, -17[20 µM], -6, -7, -1[fluorescence artefact?], -0.52, 9, 6
CCCNC(=O)NC(=O)CSc1nncs1
  -4, -6, -18, -7, -7, -12, -0.076, 6, -18
CCOc1ccc(NC(=O)CC2C(=O)N(CC)C(=S)N2NC(=O)c2ccncc2)cc1 (stereo unspecified)
  -11, -1, -20, -10, -11, 7, 0.25, 9, -4
CS(=O)(=O)Oc1ccc(Br)c2cccnc12
  4, 1, -18, -15, -6, 3, -0.65, -6, -2
COc1ccc(OCCC(=O)OCC(=O)NC(=O)NC(C)C)cc1
  0, -10, -11[20 µM], 5, 9, 6, 0.044, -1, -6
CCN(CC)c1cnn(C/C(=N\OC)c2ccc(Cl)cc2)c(=O)c1Br
  3, 11, -5[20 µM], 14, 4, 7, -3.7*, -19, -6
COC(=O)c1cnc(Oc2ccc(NC(=O)NC(=O)c3c(OC)cccc3OC)cc2)cc1C(F)(F)F
  2, -3, -11, -7, 3, 1, 0.3, 2, -3
COC(=O)c1cc2c(s1)-c1ccccc1OC2
  -1, i, -110, 0, -5, -2, -1.7, 1, -15
COc1ccc(OC)c(-c2csc3nnc(SCC(=O)Nc4ccc(NC(C)=O)cc4)n23)c1
  5[fluorescence artefact?], -22, -19, -10, 0, 1[fluorescence artefact?], -0.58, -3, -2
Cc1cc(C)n(-c2ccc(C(=O)Nc3ccc4c(c3)OCCO4)cc2)n1
  2, -1, -36[20 µM], -11, 25, -1, -1, -4, -8
O=C(Oc1ccc(-c2ccccc2)cc1)C1C2CCCCC21 (stereo unspecified)
  1, -9, -20, -2, -11, -4, -0.21, 25, -3
Cc1ccc(Cn2nc(C)c(NC(=O)C3(C)CC3(Br)Br)c2C)cc1 (stereo unspecified)
  -6, -6, -3[20 µM], -14, -3, 10, 1.5, -3, -4
COc1ccccc1C(=O)Nc1nnn(C)n1
  -3, -6, -25, -15, 6, 12, ., 1, 3
O=C(/C=C/c1ccccc1)NC(=S)NNC(=O)c1cccnc1
  -11, -215, -12[20 µM], -6, -6, -10, 0.043, -2, -2
COc1ccc(-c2[nH]ncc2N=Nc2ccccc2)cc1
  15, 0, -28, -10, -32, 6, 0.67, 0, -2
O=C(CCCOc1ccccc1)N1CCc2ccccc2C1
  -4, -27, -8[20 µM], -11, -5, -10[fluorescence artefact?], -0.55, -5, -7
COc1cc(C2NC(=O)C(C#N)=C(S)N2c2ccccc2)ccc1OC(C)C (stereo unspecified)
  1, -13, 10[20 µM], -3, -22, 26, -1.5, -3, -2
OC1(c2cccc(C(F)(F)F)c2)CCN(c2ncnc3c2[nH]c2ccccc23)CC1
  9, -14, -7, -10, -55, -6, ., ., 0
COC(=O)C1=C(C)NC(c2c(O)ccc3ccccc23)C(C(=O)OC)=C1C (stereo unspecified)
  3[fluorescence artefact?], -12, -4, -7, -8, -6, 0, 8, -1
CCOC(=O)N1CCN(C(=O)c2ccc(N3CCCC3=O)cc2)CC1
  5[fluorescence artefact?], 28, -1, -5, -11, 1, ., 1, 1
Cc1[nH]ncc1-c1ccccc1Cl
  0, -1, -36, -12, 0, -8, -0.76, 6, -1
CCCC12CN3CCN(CC(C3)/C1=N\NC(=O)c1ccc(C(C)(C)C)cc1)C2
  1, -5, -24, -4, -20, 4, 0.21, 6, -2
CN(C)CCCCNCCCNC(=O)/C=N\O
  4, 6, -22[20 µM], -19, -16, 5, 0.75, 3, -19
CN(CC(=O)O)S(=O)(=O)c1cccs1
  -3, -13, -15, -5, -1, -1, ., 6, 0
Cc1ccn2cc(-c3cccc(NC(=O)c4cccs4)c3)nc2c1
  -3, 1, -11, -9, -20, -3, 0.56, 1, -8
C=CCn1c(-c2c[nH]c3ccccc23)n[nH]c1=S
  2, -12, -11, -17, -3, 0, -0.27, 2, -1
CCc1ccccc1OCCCCN1CCCC1
  6[fluorescence artefact?], 10, -10[20 µM], -1, -8, 66[fluorescence artefact?], 0.11, ., -2
CCOc1ccc2[nH]c(=O)c(CN(CCc3ccccc3)C(=O)N3CCCC3)cc2c1
  0, -2, -23[20 µM], -10, -4, 6, 0.24, -7, -4
OCCCNc1nc(-c2ccc(Cl)cc2)nnc1-c1ccccc1
  -1, -15, -6, -17, -13, -2, -0.76, 12, -2
CC(=O)c1ccc(NC(=O)CSc2nccn2CCc2ccccc2)cc1
  5, -17, -23[20 µM], -6, -6, -21, ., -11, -4
c1ccc2c(NC3C4CC5CC(C4)CC3C5)nc(N3CCOCC3)nc2c1 (stereo unspecified)
  9, -1, -17, -25, -15, 8, -0.042, -9, -5
Cc1cccc(-n2cnc(C(=O)N3CCN(C)CC3)c2)n1
  -1, -5, -22, -6, -2, 0, 0.7, 15, 5
c1ccc(CCNc2ncnc3c2nnn3Cc2ccccc2)cc1
  -11[fluorescence artefact?], -28, -22, -5, -7, 0, ., 0, -2
CC(NS(=O)(=O)c1ccc(Br)cc1)C(=O)NCCc1ccccc1 (stereo unspecified)
  5, -8, -13, -23, -5, -1[fluorescence artefact?], -1.6, -7, -2
COc1ccc(N2C(=O)/C(=C3/C=CC=CN3C)SC2=S)cc1
  12, -12, -1, -12, 8, 7[fluorescence artefact?], 2, -12, -6
Cc1ccc(-c2ccc(=O)n(CC(=O)NCCN3C(C)CCCC3C)n2)cc1 (stereo unspecified)
  3, -1, -25, 0, -9, 1, ., 10, -6
COc1ccc(CCNC(=O)c2oc3ccc(S(=O)(=O)N4CCOCC4)cc3c2C)cc1OC
  0, 4, -15[20 µM], 0, -2, -2, ., 8, 0
O=C(CSC1=NCCS1)N1CCCC1
  -11[fluorescence artefact?], -7, -20, -20, -9, -1[fluorescence artefact?], 0.87, -2, -1
Cc1ccccc1-n1nc(-c2ccc(N)cc2)cc1N
  -2, 7, -29, -19, -10, 42, -0.46, 3, 5
